Shn3 inh set2: Schnurri-3 reporter inhibition in Clone20 osteoblasts; 360,000 compounds, 0.52% hits; Clone20 osteoblast Shn3 3'UTR firefly luciferase, 24 h; inhibition, % at 12.5 µM;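 active = mean inhibition of at least 75% with every replicate also reaching 75%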;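 note: 0% = median of neutral control wells and 100% = pilot-screen positive control compound; some compounds past the cut are filed as inactive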
COUP-TFII inh: NR2F2 (human) inhibition, primary screen; 370,000 compounds, 0.7% hits; inhibition, % at 8.6 µM; HEK293T NGFI-A luciferase reporter, luminescence; P24468;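 active = inhibition above a per-plate cutoff, mean inhibition of test wells between control levels plus 3 SD, cut at about 38% in these data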;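 note: cells cotransfected with COUP-TFII expression vector driving the NGFI-A reporter; 0% = median of COUP-TF2 test wells and 100% = reporter-only cells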
Target sequence (P24468 whole entry, looked up): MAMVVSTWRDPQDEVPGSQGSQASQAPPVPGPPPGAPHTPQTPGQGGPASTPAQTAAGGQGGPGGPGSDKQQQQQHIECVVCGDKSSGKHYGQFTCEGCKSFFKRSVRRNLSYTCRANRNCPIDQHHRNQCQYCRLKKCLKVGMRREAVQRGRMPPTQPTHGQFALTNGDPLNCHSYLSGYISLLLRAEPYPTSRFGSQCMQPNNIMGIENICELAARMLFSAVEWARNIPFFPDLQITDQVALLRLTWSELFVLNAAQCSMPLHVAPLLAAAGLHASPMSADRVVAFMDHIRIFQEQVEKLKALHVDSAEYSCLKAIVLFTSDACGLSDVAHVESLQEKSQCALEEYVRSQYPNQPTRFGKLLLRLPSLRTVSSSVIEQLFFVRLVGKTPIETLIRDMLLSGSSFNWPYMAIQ
C8 TRAIL sens: caspase-8 TRAIL sensitization; 360,000 compounds, 1% hits; AID 624354; inhibition (viability loss, TRAIL sensitization), % at 10 µM; NB7+C8 cells + TRAIL, ATPlite viability luminescence;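 active = compounds causing at least 50% loss of cell viability in the single-dose screen, relative to plate controls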
KKLEB cytotox: CF airway cell cytotoxicity counter-screen; KKLEB CF airway cells viability, ATPlite luminescence, overnight; stronger effect = lower value; cells stimulated with P. aeruginosa culture filtrate; activity change (cytotoxicity), % at 5 µM; 360,000 compounds, 0.36% hits; AID 602141;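 active = corrected activity change at or below -50% at 5 µM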
CF NFkB block: blocks PAF-induced NF-kB reporter in cystic fibrosis cells. KKLEB NF-kB-GFP reporter, GFP fluorescence overnight. inhibition, % at 5 µM. 360,000 compounds, 0.86% hits. AID 588850;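 active = at least 50% inhibition at 5 µM, scaled per plate between neutral and stimulator controls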;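 note: PAF is a Pseudomonas aeruginosa culture filtrate used as stimulus; plate controls were PAF-stimulated DMSO wells for no effect and unstimulated DMSO wells for full effect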
NCOA1 inh: inhibitors of human steroid receptor coactivator 1 (SRC1) | Q15788 | HEK293 GAL4-SRC1 luciferase reporter, luminescence | AID 588354 | 360,000 compounds, 0.12% hits | inhibition, % at 3.6 µM;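 active = inhibition above the campaign mean plus 3 SD, with each screening campaign given its own cutoff, cut at about 60% in these data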;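 note: 0% = DMSO treated cells and 100% = gossypol at 36 µM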
NR5A2 inv ag: suppresses constitutive activity of human LRH-1 | O00482 | HEK293T StAR-luciferase reporter, LRH-1 transfected, 24 h | inhibition, % at 3.6 µM | 360,000 compounds, 0.13% hits;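 active = inhibition above the mean inhibition of all tested compounds plus 3 SD, cut at about 73% in these data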;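 note: 0% = DMSO wells and 100% = reporter-only cells lacking LRH-1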
Target sequence (O00482 whole entry, looked up): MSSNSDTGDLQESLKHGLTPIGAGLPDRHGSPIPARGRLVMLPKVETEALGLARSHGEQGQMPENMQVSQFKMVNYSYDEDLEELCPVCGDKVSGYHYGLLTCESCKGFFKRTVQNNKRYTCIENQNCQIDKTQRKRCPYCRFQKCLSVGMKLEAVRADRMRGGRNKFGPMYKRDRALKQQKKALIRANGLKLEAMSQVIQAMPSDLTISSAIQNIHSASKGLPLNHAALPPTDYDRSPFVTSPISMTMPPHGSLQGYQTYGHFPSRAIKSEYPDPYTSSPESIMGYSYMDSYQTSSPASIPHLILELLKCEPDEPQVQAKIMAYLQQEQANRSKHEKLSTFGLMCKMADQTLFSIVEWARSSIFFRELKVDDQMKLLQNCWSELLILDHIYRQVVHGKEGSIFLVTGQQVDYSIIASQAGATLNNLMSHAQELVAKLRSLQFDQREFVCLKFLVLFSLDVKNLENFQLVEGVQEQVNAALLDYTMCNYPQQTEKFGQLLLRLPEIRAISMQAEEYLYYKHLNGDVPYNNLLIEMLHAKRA
LMP1 NFkB inh: Epstein-Barr LMP1 NF-kappaB reporter inhibition | LMP1-induced NF-kappaB luciferase reporter cells, luminescence | inhibition, % at 12.5 µM | 350,000 compounds, 0.69% hits; in the data active = inhibition above about 41%;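 note: 0% = neutral control wells and 100% = reference inhibitor control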
TROY signal inh: inhibitors of TROY-dependent NF-kB signaling; 360,000 compounds, 0.98% hits; Q293 LMP1-TROYcd NF-kB luciferase reporter, 4 h; inhibition, % at 10 µM; AID 1347056;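 active = compounds whose plate-normalised and pattern-corrected inhibition of the luciferase reporter signal at the single screening dose is 50% or more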
SRC3 inh: inhibits human SRC3 coactivator | Q9Y6Q9 | HEK293 GAL4-SRC3 luciferase reporter, luminescence | inhibition, % at 3.6 µM | 360,000 compounds, 0.17% hits | AID 588352;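 active = inhibition above a per-campaign cutoff, the mean of all compounds plus 3 SD, cut at about 60% in these data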;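 note: 0% = DMSO-treated cells and 100% = gossypol-treated cells at 36 µM; higher means less SRC3-driven luciferase light from the GAL4 reporter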
TWEAK-Fn14 inh: inhibitors of TWEAK-Fn14 interaction signaling | TWEAK-stimulated Fn14 reporter cells, luciferase luminescence, 8 h | inhibition, % at 10 µM | 360,000 compounds, 2% hits | AID 1159606; in the data active = inhibition above about 50%
Numbers without * were called inactive; · = no result given; & = joins results of further samples; ! = not active in a repeat. This is a subset (hit frequency here may not be typical).

SMILES	Shn3 inh set2	COUP-TFII inh	C8 TRAIL sens	KKLEB cytotox	CF NFkB block	NCOA1 inh	NR5A2 inv ag	LMP1 NFkB inh	TROY signal inh	SRC3 inh	TWEAK-Fn14 inh
Cn1c(CCCCCN)nc2ccccc21	2	-6	1	2	-8	-8	-1	-4	5	-6	9
CC(C)OCCCNC(=O)CN1C(=O)/C(=C/c2ccccc2F)Oc2ccccc21	-26	3	-20	4	-2	0	0	4	-15	-9	-5
COc1ccc(NC(=O)NC2(C(=O)N3CCCCC3)CCCCC2)cc1	6	5	-4	0	12	-44	-20	2	-19	-9	-14
O=C(O)C1Cc2[nH]cnc2C(c2ccccc2O)N1 (stereo not drawn)	-6	-9	2	0	-11	-2	14	1	4	7	7
COc1cccc(NC2=NCCCCC2)c1	-47	-18	5	2	15	-10	9	1	-4	-18	-17
CCOCCCNC(=O)c1c(C)c(C(=O)OCC)n(C)c1C	1	12	3	12	-5	-11	19	-2	3	17	15
Cc1n[nH]c(C)c1S(=O)(=O)N1CCCC(C(=O)Nc2ccc(Br)cc2)C1 (stereo not drawn)	3	16	5	20	-20	14	5	2	5	20	23
CCCNC(=O)N1CCN(C(=O)NCCC)CC1	-11	-10	1	2	-7	-18	8	-3	3	13	-1
O=Cc1cc(CCC(=O)O)ccc1O	2	0	-11	-10	-12	-13	3	53*	12	9	-4
COc1cc([N+](=O)[O-])cc(/C=N/NC(=O)C(C)Nc2cccc(C)c2)c1O (stereo not drawn)	5	9	-9	4	7	4	13	-2	-8	10	7
CCN(CC)CCn1c2c(c(SCC(=O)Nc3ccc(C(C)C)cc3)nc1=O)CCC2	-6	-16	6	-4	3	-3	-7	-3	-4	7	-3
Cc1ccc(-c2n[nH]c(=S)n2/N=C/C=C/c2ccccc2[N+](=O)[O-])cc1	-29	-3	8	10	-16	-20	13	-6	-19	0	-14
COc1ccc(C2NCCc3cc(OC)c(OC)cc32)cc1OC (stereo not drawn)	-2	-4	-12	-11	11	-17	-16	-15	-5	-19	-24
CCOc1ccc(OCC(=O)NCCS(=O)(=O)N2CCN(c3ccccc3)CC2)cc1	15	6	10	10	-51	11	-17	0	-6	-13	-3
COc1ccc(OC)c(S(=O)(=O)N2CCCC(C)C2)c1 (stereo not drawn)	-2	6	-6	-10	1	-2	6	0	10	17	-26
C=CCSc1nc2c(sc3nc(C)cc(C)c32)c(=O)[nH]1	-8	1	-1	1	12	-9	-14	-2	18	14	9
Cc1ccc2nc(-c3ccc(NS(=O)(=O)c4ccc(F)cc4)cc3)sc2c1	-61	-40	10	15	-14	-122	-143	-20	5	-78	11
CCC(C)NCCOc1ccc(Br)cc1 (stereo not drawn)	-14	1	17	2	0	10	21	-3	3	7	-9
NC(=O)c1ccc[n+](Cc2ccc(-c3ccccc3)cc2)c1	22	-23	4	-5	11	-1	-9	10	6	-1	7
c1ccc(-c2noc(CSc3nnc(Cc4cccs4)n3-c3ccccc3)n2)cc1	8	12	-5	8	6	-9	0	-3	-2	24	-12
O=C(Nc1cccnc1)C1OCCc2ccccc21 (stereo not drawn)	-9	-9	-5	2	-2	-12	10	-11	-14	15	19
O=C(c1cccc(S(=O)(=O)N2CCCC2)c1)N1CCN(c2ccccc2F)CC1	10	2	-25	13	-1	16	13	-2	15	1	17
CCOc1ccc(C2CC(c3cccc(OC)c3)Nc3nc(N)nn32)cc1 (stereo not drawn)	-22	3	6	1	14	11	-8	4	-13	13	-5
CC1CCN(S(=O)(=O)c2ccc(NC(=O)[C@@H]3CCCN3C(=O)c3cccs3)cc2)CC1	-3	-5	-11	-11	24	-9	-1	-5	-1	0	-3
O=C(N/C(=C/c1ccco1)C(=O)N1CCCC1)c1cccs1	-4	-12	-7	1	1	-15	3	-14	-4	-6	10
CCN(CC(=O)NCc1cccs1)C(=O)c1ccc([N+](=O)[O-])o1	-1	30	-12	-1	-6	7	12	6	-6	15	-1
CC(=O)Nc1cc(-c2ccc(N3CCN(C)CC3)cc2)cn2c(-c3cccc(C(=O)N(C)C)c3)cnc12	-22	-10	6	7	2	-10	22	·	5	6	-6
CCCCNC(=O)Cc1ccc(C)cc1	-11	-2	-12	14	-8	8	-5	-1	-7	4	-20
COc1cccc(/C=N\NC(=O)C2C(=O)NCC2c2ccccc2)c1O (stereo not drawn)	44	-7	13	9	4	4	0	2	-1	14	7
COc1cc2c(cc1OC)C(O)C(O)(CO)C(C(=O)O)C2c1cc(OC)c(OC)c(OC)c1 (stereo not drawn)	-18	2	-18	10	4	0	-1	0	6	10	20
O=C(CNC(=O)N1CC(=O)Nc2ccccc21)Nc1ccccc1F	-29	5	-2	-4	-10	-5	9	-3	-15	-9	-1
CN(C)S(=O)(=O)c1ccc(SCC(=O)Nc2ccc3c(c2)OCCO3)nc1	0	-17	-20	-16	4	-53	20	-16	-18	-22	4
N#Cc1cc(N)ccc1-n1cccc1	6	-1	4	1	7	17	-1	0	-9	21	-2
COc1cccc(N2CCN(c3nc(C)cc(C)c3C#N)CC2)c1	-5	3	9	0	-22	-3	2	-49	7	4	-11
COc1ccc(/C(=C/c2ccc(OC(F)F)c(OC)c2)C(=O)O)cc1OC	6	1	-8	10	-19	11	9	-9	14	4	21
Cc1cc(NC(=O)CCN2C(=O)/C(=C\c3ccccc3Cl)SC2=S)no1	13	-16	-3	-7	21	-7	-20	-3	-6	8	-31
CCOC(=O)c1cn(-c2ccccc2)nc1-c1ccncc1	-4	-1	0	-13	7	-17	30	0	-15	-5	1
Cc1ccc(NS(=O)(=O)c2ccc(OCC(N)=O)cc2)cc1	0	8	-4	0	19	-44	-3	2	14	8	-2
COc1ccc(OC)c(C2C(C(=O)Nc3cccnc3)=C(C)NC3=C2C(=O)CCC3)c1 (stereo not drawn)	-2	8	17	-6	-2	-9	-7	3	-2	7	-11
Cc1ccccc1NC1=NC(=S)N(c2ccccc2)C12CCCCC2	-6	20	1	3	-45	10	29	-1	62*	17	10
CCN(Cc1cc2ccccc2[nH]c1=O)C(=O)C1CCCCC1	14	3	3	0	-10	5	-2	1	5	2	-1
C/C(=N\NC(=O)CCC(=O)Nc1ccc(C)c(C)c1)C1CC1	5	-9	3	-14	9	-8	-2	-3	-17	9	0
Cc1nn(C)cc1/C=N/NC(=S)Nc1ccc(Cl)cc1Cl	-32	-14	6	-10	-14	-10	-34	4	-12	-10	-19
CC1CCCCC1NC(=O)COC(=O)c1c2c(nc3ccccc13)/C(=C/c1ccco1)CC2 (stereo not drawn)	-12	-6	-9	0	-10	-44	-3	-17	0	-32	50*
CCOc1ccc(N2C(=O)CC(N(CCc3ccccc3)C(=O)/C=C/C(=O)O)C2=O)cc1 (stereo not drawn)	5	6	-11	2	-14	6	10	-6	1	9	-30
O=S1(=O)CC(N2CCN(CCO)CC2)CN1C1CCCC1 (stereo not drawn)	-3	2	-6	-8	-9	-2	-9	·	32	-15	11
O=C(Nc1ccc2oc(-c3cccnc3)nc2c1)c1ccc([N+](=O)[O-])o1	52	-4	41	-58*	89*	2	51	-3	3	4	21
Cn1cccc1C(=O)NCCc1ccccc1	-62	-39	19	-5	-2	-55	-124	8	-10	-72	56*
O=C1NC(=O)C(c2ccccc2)N1 (stereo not drawn)	-6	9	3	18	-5	10	7	4	15	-8	-9
COc1ccc(NC(=O)C[C@H]2C(=O)N(c3ccccc3)C[C@@H]2Cc2ccccc2)cc1	-16	6	15	16	-40	-13	2	3	-7	-3	-13
Cc1cc(NC(=O)CSc2nc3ccccc3c(=O)n2CCCC(=O)NCc2ccco2)n[nH]1	27	-1	10	-12	26	3	-10	-4	-10	13	-9
CCC(C)(C)NC(=O)CN(C(=O)C(=O)Nc1ccc2c(c1)OCCO2)C(C)(C)CC	-3	-9	-11	-23	-4	-8	-7	-7	3	-2	-2
CCOc1ccc2nc(N3CCCC(C(=O)NCC4CCCO4)C3)sc2c1 (stereo not drawn)	-16	-17	22	6	-6	-45	-24	-15	-8	-8	-26
CCn1nc(C)cc1C(=O)N1CCCC(C(=O)c2cccc(OC)c2)C1 (stereo not drawn)	20	-9	-3	-15	5	2	6	9	9	9	-10
Cc1ccc(NC(=O)CN(C)C(=O)Cn2nnc(-c3ccccc3)n2)cc1	-6	-15	15	-17	12	-4	11	-10	0	-3	1
Cc1ccccc1CSc1nnc(-c2cnccn2)n1C	·	1	2	-15	0	-46	-42	·	-25	-31	-10
NC(N)=NS(=O)(=O)c1ccc(NC(=S)NC(=O)c2sc3ccccc3c2Cl)cc1	8	-8	-20	-8	-8	18	-13	-1	-1	27	21
Cc1cc(-c2onc(C)c2C(=O)O)no1	10	12	-19	6	-8	-6	8	-3	-8	-7	2
CCN(CC)C(=O)C1=C(C)N(Cc2ccccc2)C(=O)C(CC(=O)NCC2CCCCC2)C1 (stereo not drawn)	1	3	6	7	1	-8	15	-1	-29	-7	-22
COc1cccc(CN2CCNC(=O)C2CC(=O)NC2CCCCC2)c1OC (stereo not drawn)	2	-3	-18	0	-21	-18	-7	2	-8	-6	2

Other structures:
SMILES	Shn3 inh set2	COUP-TFII inh	C8 TRAIL sens	KKLEB cytotox	CF NFkB block	NCOA1 inh	NR5A2 inv ag	LMP1 NFkB inh	TROY signal inh	SRC3 inh	TWEAK-Fn14 inh
Cc1ccc(NC(=O)NC(=O)CN2CCN(c3ccc(O)cc3)CC2)c(C)c1	21	8	5	9	-15	-5	-11	6	21	-19	32
CCN(CC)S(=O)(=O)c1cc(C(=O)Nc2ccccc2[N+](=O)[O-])ccc1Cl	-38	-32	-18	5	17	-53	-46	-30	-30	-51	5
O=c1[nH]cc(O)c(=O)[nH]1	19	-10	-5	-7	9	3	26	-11	-9	8	-9
Cc1ccccc1NS(=O)(=O)c1cc(C(=O)N2CCCC2)ccc1C	9	-1	-1	5	-6	-4	-6	-6	-6	10	-7
CC(C)OCCOc1ccc2oc(-c3ccco3)cc(=O)c2c1	-25	7	-3	-1	-8	-19	-38	-8	-25	-58	-9
CCCCCCSc1ccc([C@H]2N[C@@](Cc3ccccc3)(C(=O)OC)[C@H]3C(=O)N(CC)C(=O)[C@@H]23)cc1	21	-17	11	5	4	-1	5	5	4	10	10
CCCCCCCCCCOC(=O)Cn1c(COc2ccc(OC)cc2)[n+](C)c2ccccc21	94*!	·	38&28	-22&-35	34&39	0&-4	-10&-10	-4&20	65*!	-8&17	62*
CCOC(=O)c1sc(=S)n(C)c1NC(=O)c1ccc(OC)cc1	-7	29	-12	-11	4	18	-3	3	4	12	8

Entries above with bromine, in the order listed:
SMILES	Shn3 inh set2	COUP-TFII inh	C8 TRAIL sens	KKLEB cytotox	CF NFkB block	NCOA1 inh	NR5A2 inv ag	LMP1 NFkB inh	TROY signal inh	SRC3 inh	TWEAK-Fn14 inh
Cc1n[nH]c(C)c1S(=O)(=O)N1CCCC(C(=O)Nc2ccc(Br)cc2)C1 (stereo not drawn)	3	16	5	20	-20	14	5	2	5	20	23
CCC(C)NCCOc1ccc(Br)cc1 (stereo not drawn)	-14	1	17	2	0	10	21	-3	3	7	-9

Screening data: PubChem BioAssay, several laboratories
